High-throughput results from PubChem.
Kir21 block: inhibitors of mouse Kir2.1 inward-rectifier potassium channel; hit rate 0.85% among 310,000; B-score at 10 µM; HEK293-Kir2.1, FluxOR thallium flux fluorescence; stronger effect = lower value; Inward rectifier potassium channel 2 (Mus musculus), P35561; AID 1672, 2009;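 active means fluorescence ratio B-score at or below minus 3 SD of library scores, with starting-brightness B-score within 2 SD, cut at about -4.2 in these data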;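 further: channel flux triggered by added potassium and thallium sulfate stimulus; B-score of peak minus minimum fluorescence over baseline after thallium stimulus; more negative B-score means stronger Kir2.1 block with less thallium influx; some compounds called inactive have numbers as strong as hits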
CHT block: inhibitors of human choline transporter CHT; High affinity choline transporter 1 (Homo sapiens), Q9GZV3; CHT-expressing cells, membrane potential dye, choline response; stronger effect = lower value; B-score at 10 µM; hit rate 0.86% among 310,000; AID 488975, 2010;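 active means B-score over 3 SD under the library average, and starting fluorescence ratio not unusually high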;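 further: choline stimulus applied at its EC90 after an EC20 pre-addition; B-score computed on integrated fluorescence ratio after choline addition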
KCNQ2 block: KCNQ2 potassium channel inhibitors, primary screen, cell-based, CHO-K1, FluxOR thallium flux, B-score (AID 2156). 20 min; stronger effect = lower value. hit rate 1.1% among 310,000. Potassium voltage-gated channel subfamily KQT member 2 (Rattus norvegicus), O88943. B-score at 10 µM;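 active means fluorescence ratio B-score at most minus 3 library SDs, with starting brightness B-score within 2 library SDs, cut at about -5.5 in these data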
Target sequence (O88943 whole entry, looked up): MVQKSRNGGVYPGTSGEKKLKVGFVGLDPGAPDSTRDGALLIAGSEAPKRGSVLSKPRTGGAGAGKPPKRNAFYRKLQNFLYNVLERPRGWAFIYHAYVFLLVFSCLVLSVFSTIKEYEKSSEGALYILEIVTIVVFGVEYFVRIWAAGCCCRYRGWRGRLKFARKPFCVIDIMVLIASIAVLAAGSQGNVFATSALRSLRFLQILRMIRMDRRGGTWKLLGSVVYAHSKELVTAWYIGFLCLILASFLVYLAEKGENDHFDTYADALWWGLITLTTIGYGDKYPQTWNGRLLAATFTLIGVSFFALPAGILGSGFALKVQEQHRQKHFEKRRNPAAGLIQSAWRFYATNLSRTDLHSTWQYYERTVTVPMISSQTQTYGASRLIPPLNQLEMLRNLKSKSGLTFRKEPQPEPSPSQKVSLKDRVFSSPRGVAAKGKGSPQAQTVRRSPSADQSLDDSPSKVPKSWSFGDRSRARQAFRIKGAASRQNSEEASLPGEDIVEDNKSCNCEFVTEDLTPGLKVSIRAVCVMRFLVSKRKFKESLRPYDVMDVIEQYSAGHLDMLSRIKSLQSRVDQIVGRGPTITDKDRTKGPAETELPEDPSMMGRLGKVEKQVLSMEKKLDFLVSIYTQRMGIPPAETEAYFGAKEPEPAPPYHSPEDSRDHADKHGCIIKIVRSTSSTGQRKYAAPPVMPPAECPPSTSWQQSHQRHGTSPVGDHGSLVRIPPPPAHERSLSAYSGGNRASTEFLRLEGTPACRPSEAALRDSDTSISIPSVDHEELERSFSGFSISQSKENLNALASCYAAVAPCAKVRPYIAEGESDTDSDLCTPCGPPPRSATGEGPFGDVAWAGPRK
Active calls of the source: *; i = inactive.

Kir21 block	CHT block	SMILES	KCNQ2 block
-0.21	i	O=C(NCCCc1ccccc1)C(=O)NCC1OCCN1S(=O)(=O)c1ccc(F)cc1 (stereo not given)	i
-2.4	i	CCOc1ccc2nc(NCCCO)[nH]c2c1	i
-0.02	i	CCCCC1=CC2=CC(=O)C(C)(OC(=O)CC)C(=O)C2=CN1Cc1ccco1 (stereo not given)	i
0.52	i	Cc1cccc(CC(=O)Nc2cc(C)c3c(=O)oc4ccccc4c3n2)c1	i
1.7	i	O=C(O)/C=C/c1cn(Cc2ccccc2Cl)nc1-c1ccccc1	i
1.9	i	O=C(CNCCc1ccccc1)Nc1ccc(C(=O)N2CCCCC2)cc1	i
2.3	i	CCN(CC(=O)Nc1c(F)cccc1F)C(=O)c1cc2ccccc2oc1=O	i
-1.5	i	O=C(COC(=O)c1cc(Br)ccc1O)Nc1ccc2c(c1)OCCO2	i
0.32	i	O=C(/C=C/c1ccc(O)c(O)c1)NC(=O)c1ccccc1O	i
-0.11	i	CCOC(=O)c1c(NC(=O)c2cc(-c3ccc(O)cc3)on2)sc(C(C)=O)c1C	i
0.2	i	COc1ccc(/C=N/Nc2ncnc3sc4c(c23)CCCC4)cc1O	i
-0.24	i	Fc1ccc(-c2csc(Nc3ccccn3)n2)cc1	i
-0.23	i	Cc1nc(N2CCN(c3ccccc3)CC2)[nH]c(=O)c1Cc1ccccc1	i
1	i	CCOC(=O)c1cnc(-n2cc(C)cn2)nc1Nc1ccccc1OC	i
0.25	i	COc1ccccc1N1CCN(/N=C/c2ccc(C(=O)O)cc2)CC1	i

Exported with bars between the fields: 2 of the compounds above.
smiles | Kir21 block | CHT block | KCNQ2 block
O=C(NCCCc1ccccc1)C(=O)NCC1OCCN1S(=O)(=O)c1ccc(F)cc1 (stereo not given) | -0.21 | i | i
CCOc1ccc2nc(NCCCO)[nH]c2c1 | -2.4 | i | i

Additional results.
Kir21 block	CHT block	SMILES	KCNQ2 block
0.72	i	Cc1cc2nc(CCN3CCOCC3)n(S(=O)(=O)c3ccc(C(C)(C)C)cc3)c2cc1C	i
0.62	i	CCOC(=O)C1(CCc2ccccc2)CCN(C(=O)c2cc(C)nc(C)n2)CC1	i
0.22	i	COc1ccc(NC(=O)CCN2C(=O)C3CC=C(Cl)CC3C2=O)cc1 (stereo not given)	i
-0.61	i	Cc1cc(Cl)ccc1C(=O)C1CCCN(C(=O)c2cc(C(C)C)no2)C1 (stereo not given)	i
-0.25	i	CCCCNC(=O)C1CC(=O)N(c2ccc(OC)cc2)C1c1ccc(OC)cc1 (stereo not given)	i
-3.5	i	Cc1c(C(=O)NCCc2ccccc2)oc2ccc(S(=O)(=O)N3CCOCC3)cc12	i
-0.79	i	NC(=O)CCN(Cc1ccccc1)S(=O)(=O)c1ccccc1	i
-0.17	i	COc1ccccc1OCc1ccc(C(=O)N2CCN(C(=O)c3ccco3)CC2)cc1	i
0.01	i	COc1ccc(OC)c(C2C(C#N)=C(N)Oc3cc(N)ccc32)c1 (stereo not given)	i
0.5	i	CN(N=Nc1ccc([N+](=O)[O-])cc1)c1ccccc1	i
-0.57	i	N/C(CN1CCSCC1)=N\OCc1c(F)cccc1Cl	i
0.44	i	Oc1ccc(C=NC2CCCCC2)c(O)c1	i
-1.6	i	Cc1cc(NC(=O)COC(=O)CCS(=O)(=O)c2ccc(Cl)cc2)no1	i
-0.93	i	O=C(CCCSc1nc2ccccc2[nH]1)Nc1ccccc1	i
1.5	i	Cc1ccc(C(=O)OCC(=O)NCc2ccco2)cc1	i
1.7	i	CC(C)c1ccc(SCc2noc(C(=O)NCC3CCCO3)c2C(=O)O)cc1 (stereo not given)	i
1.1	i	COc1ccc(C2CC(C)(c3ccc(OC)cc3)Nc3ccccc3N2)cc1 (stereo not given)	i
-3.8	i	COc1ccc(Nc2c3c(nc4ccc(C)cc24)CCC3)cc1	i
0.11	i	O=C(Nc1nnc(-c2ccc(Br)cc2)o1)C1=COCCO1	i
-0.07	i	Fc1ccc(-c2nnc(CSc3nnc4ccccn34)o2)cc1	i
1.6	i	CC(C)n1cc(NC(=O)C2CC(c3cccc(Br)c3)=NO2)cn1 (stereo not given)	i
0.09	i	COc1ccc(-n2nc(C(=O)O)c3ccccc3c2=O)c(OC)c1	i
0.14	i	CNC(=O)CSc1cn(CC(=O)N(C(C)C)C(C)C)c2ccccc12	i
0.72	i	COC(=O)COc1ccc(S(=O)(=O)NCc2ccncc2)cc1	i
0.8	i	OCCOCCn1c(C2CCCN2c2nc(-c3ccc(F)cc3)cs2)nc2cc(C(F)(F)F)ccc21 (stereo not given)	i
-1.6	i	Cc1ccc(S(=O)(=O)N2CCC(C(=O)NNC(=O)c3ccccc3O)CC2)cc1	i
-0.75	i	Cc1ccccc1-n1ccnc1SCC(=O)NCC1CCCO1 (stereo not given)	i
-0.14	i	COc1ccc(C(=O)Nc2ccc(C(=O)NCC3CCCO3)cc2)c(OC)c1OC (stereo not given)	i
0.65	i	Cc1cc(Nc2ccc(O)cc2)n2c(nc3ccccc32)c1C#N	i
0.01	i	COc1ccc(OCC(=O)Nc2nnc(C)s2)cc1	i
-1.3	i	O=C(NCc1ccc2c(c1)OCO2)C1CCCN(S(=O)(=O)c2cccs2)C1 (stereo not given)	i
2.8	i	Cc1cnn(C(=O)c2oc3ccccc3c2C)c1	i
-0.35	i	COc1ccc(NC(=O)c2sc3nc(Cc4ccccc4)cc(C(F)(F)F)c3c2N)cc1OC	i
2.4	i	O=C(Nc1cccc(Cl)c1)N(Cc1nc2ccccc2c(=O)[nH]1)Cc1cccs1	i
0.22	i	CC1CN(C)CCC1OC(=O)c1ccccc1 (stereo not given)	i
-0.5	i	COCCN1C(=O)N[C@@H](c2cccs2)C(C(C)=O)=C1C	i
0.83	i	O=C(CCC1CCCN(C(=O)c2ccoc2)C1)NCc1ccccc1F (stereo not given)	i
2.1	i	Cn1c(SC2CCCCC2=O)nnc1-c1ccccc1F (stereo not given)	i
-0.86	i	CCCCN(C(=O)C1=COCCO1)c1c(N)n(CCC)c(=O)[nH]c1=O	i
-1.3	i	O=C(NC1CCCCCC1)C1c2ccccc2C(=O)N1CCCN1CCOCC1 (stereo not given)	i
0.44	i	C/C(=N/NS(=O)(=O)c1ccc(C)cc1C)c1ccc2c(c1)OCO2	i
1.5	i	Cc1ccc(NC(=S)NNC(=O)c2nnn(-c3ccccc3)c2C)cc1	i
-0.38	i	Cc1ccc2c(c1)/C(=C/c1ccc(F)cc1)C(=O)N2	i
3.8	i	Cc1cccc(-n2cc(C#N)c(=O)[nH]c2=O)n1	i
-0.47	i	CCOC(=O)c1c(N)sc(C(O)(C(F)(F)F)C(F)(F)F)c1-c1ccc(F)cc1	i
-0.91	i	CC(=O)N1c2ccc(S(=O)(=O)NCCC(=O)NCCc3cccc(C)c3)cc2CC1C (stereo not given)	i
-0.54	i	COc1ccc(C(=O)NCC(=O)NCC(=O)OCc2ccc(Br)cc2)cc1	i
-0.24	i	O=C(NC(=S)Nc1ccccc1C(=O)O)c1cncc(Br)c1	i
1.1	i	CCOC(=O)c1cccc(NC(=O)CSc2nc3ccccc3c(=O)n2CC)c1	i
0.24	i	Cc1ccc(-c2csc3ncn(Cc4ccc(C(=O)O)cc4)c(=O)c23)cc1C	i
-1.1	i	COc1ccccc1C(=O)CSc1nccn1C	i
0.02	i	O=C(Nc1cnc2ccccc2c1)c1cccc(-n2cnnn2)c1	i
0.22	i	Cc1c(C#N)c(N=CN(C)C)c(C(=O)c2ccccc2)n1-c1ccc(Br)cc1	i
-0.51	i	Cc1cc(C)cc(C(=O)NN2CCN(C)CC2)c1	i
1.9	i	COc1ccc(Cl)cc1NC(=O)/C=C\C(=O)O	i
0.61	i	COc1ccc(CCN(Cc2nc(-c3ccccc3)no2)Cc2nc(-c3ccccc3)no2)cc1OC	-6.2*
-0.01	i	O=C(NCc1ccccn1)c1ccc(OC2CCN(Cc3ccccc3)CC2)cc1	i
-0.96	i	Cc1cc(Cl)ccc1OCC(=O)NC1CCCC1	i
0.43	i	CCn1cc(Br)c(C(=O)Nc2ccc(C(=O)OC(C)C)cc2)n1	i
0.6	i	O=C1/C(=C/c2ccncc2)N=C2CCCCCN12	i

Additional structures.
Kir21 block	CHT block	SMILES	KCNQ2 block
1.5	i	Cc1ccc(C)c(NC(=S)NNC(=O)c2csc(C)c2)c1	i
0.13	i	O=C(NCCc1ccc(Cl)cc1)Nc1cccc(Cl)c1	i
0.04	i	Cc1nc(NCCc2ccccc2)c2nnn(Cc3ccccc3)c2n1	i
1.3	i	COc1ccc(Cl)cc1NC(=O)C/C(C)=N/NC(=O)C(=O)NCc1ccccc1	i
0.69	i	COc1ccc(/C=N\NC(=O)c2ccccc2Cl)cc1COc1c(F)c(F)c(F)c(F)c1F	i
-0.52	i	Cc1ccc(OCC(=O)N(C)CC(=O)Nc2ccc(F)c(F)c2F)cc1	i
-0.03	i	O=C(CC12CC3CC(CC(C3)C1)C2)N/N=C/c1ccc([N+](=O)[O-])o1	i
0.43	i	O=C(c1cc(=O)c2ccccc2o1)N1CCN(c2ccccc2F)CC1	i
-0.36	i	COc1cc2c(cc1NC(=O)c1ccncc1)oc1ccccc12	i
-0.43	i	CCOC(=O)C1=C(c2ccccc2)Nc2ncnn2C1c1ccccn1 (stereo not given)	i
0.35	i	COc1cccc(NC(=S)N2CCC(c3ccc(C)cc3)C2)c1 (stereo not given)	i
-0.35	i	O=C(c1ccc2c(=O)n(CCc3ccccc3)c(=O)[nH]c2c1)N1CCN(c2ccccc2)CC1	i
2.3	i	O=[N+]([O-])c1cccc(-c2nc(-c3ccccc3)c(-c3cccs3)[nH]2)c1	i
0.79	i	CC(NC(=O)CCC(=O)NC(C)c1ccccc1)c1ccccc1 (stereo not given)	i
0.54	i	CCCc1cc(=O)[nH]c2nnc(SCC(=O)Nc3cc(C)on3)n12	i
-0.04	i	CCOc1cc(/C=N\O)cc(Cl)c1OCC	i
1.2	i	COc1cccc(-c2csc(N3CCN(S(=O)(=O)c4ccc(F)cc4)CC3)n2)c1	i
-3.6	i	O=C1CSC(c2c(F)cccc2Cl)N1c1cccc(F)c1 (stereo not given)	i
-0.2	i	COc1cc2[nH]c(=S)nc(NCCCOC(C)C)c2cc1OC	i
0.63	i	Cc1ccc(COC(=O)c2ccc3c(c2)C(=O)N(CCCN2CCOCC2)C3=O)cc1	i
-0.05	i	O=c1oc2ccccc2c(Nc2ccc(Cl)cc2)c1[N+](=O)[O-]	i
-1.1	i	CC(C(=O)OCC(=O)c1c(N)n(C)c(=O)n(C)c1=O)N1C(=O)c2ccccc2C1=O (stereo not given)	i
-0.7	i	Cn1c(CCCNC(=O)c2ccccc2)nc2ccccc21	i
-1.1	i	CC(C)(C)[C@@H]1C=C(C(=O)N2CCOCC2)O[C@H](OCc2ccc(CO)cc2)C1	i
-1.2	i	CCOC(=O)C1CCCN(C(=S)Nc2ccc(Nc3ccccc3)cc2)C1 (stereo not given)	i
-1.9	i	CCOC(=O)c1nn(-c2cccc(Cl)c2)c2nc(CC(C)C)c(C#N)c(=O)n12	i
-0.63	i	O=C1C(NS(=O)(=O)c2cccs2)=C(N2CCN(c3ccccc3)CC2)C(=O)c2ccccc21	i
1.9	i	Cc1occc(=O)c1OCc1ccccc1	i
0.46	i	O=C(NC1CCCC1)c1nc2c(nnn2Cc2ccccc2Cl)c(=O)[nH]1	i
0.48	i	Nc1nn(S(=O)(=O)c2cccc3nsnc23)cc1-c1ccc(Br)cc1	i
-0.57	i	CCCCN(Cc1ccco1)S(=O)(=O)c1ccc(-c2ccc(=O)[nH]n2)s1	i
0.37	i	Cn1c(=O)oc2cc(S(=O)(=O)N3CCN(C(=O)c4ccco4)CC3)ccc21	i
0.56	i	Cc1ccc(S(=O)(=O)N2CCN(C(=O)CC(C)n3cncn3)CC2)cc1C (stereo not given)	i

Exported comma-delimited: part of the list above
canonical_smiles,Kir21 block,CHT block,KCNQ2 block
Cn1c(=O)oc2cc(S(=O)(=O)N3CCN(C(=O)c4ccco4)CC3)ccc21,0.37,i,i
CC(C)(C)[C@@H]1C=C(C(=O)N2CCOCC2)O[C@H](OCc2ccc(CO)cc2)C1,-1.1,i,i
CCOC(=O)c1nn(-c2cccc(Cl)c2)c2nc(CC(C)C)c(C#N)c(=O)n12,-1.9,i,i
O=C1CSC(c2c(F)cccc2Cl)N1c1cccc(F)c1 (stereo not given),-3.6,i,i
O=C(NC1CCCC1)c1nc2c(nnn2Cc2ccccc2Cl)c(=O)[nH]1,0.46,i,i
Cn1c(CCCNC(=O)c2ccccc2)nc2ccccc21,-0.7,i,i
Nc1nn(S(=O)(=O)c2cccc3nsnc23)cc1-c1ccc(Br)cc1,0.48,i,i
